KCNQ2 block: KCNQ2 channel blockers in CHO-K1 cells – cell-based, FluxOR thallium flux, B-score, primary screen (AID 2156); O88943; 20 min; stronger effect = lower value; actives 1.1% (n = 310,000); B-score at 10 µM;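 active = fluorescence ratio B-score at most minus 3 library SDs, with starting brightness B-score within 2 library SDs, cut at about -5.5 in these data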
Target sequence (O88943 whole entry, looked up): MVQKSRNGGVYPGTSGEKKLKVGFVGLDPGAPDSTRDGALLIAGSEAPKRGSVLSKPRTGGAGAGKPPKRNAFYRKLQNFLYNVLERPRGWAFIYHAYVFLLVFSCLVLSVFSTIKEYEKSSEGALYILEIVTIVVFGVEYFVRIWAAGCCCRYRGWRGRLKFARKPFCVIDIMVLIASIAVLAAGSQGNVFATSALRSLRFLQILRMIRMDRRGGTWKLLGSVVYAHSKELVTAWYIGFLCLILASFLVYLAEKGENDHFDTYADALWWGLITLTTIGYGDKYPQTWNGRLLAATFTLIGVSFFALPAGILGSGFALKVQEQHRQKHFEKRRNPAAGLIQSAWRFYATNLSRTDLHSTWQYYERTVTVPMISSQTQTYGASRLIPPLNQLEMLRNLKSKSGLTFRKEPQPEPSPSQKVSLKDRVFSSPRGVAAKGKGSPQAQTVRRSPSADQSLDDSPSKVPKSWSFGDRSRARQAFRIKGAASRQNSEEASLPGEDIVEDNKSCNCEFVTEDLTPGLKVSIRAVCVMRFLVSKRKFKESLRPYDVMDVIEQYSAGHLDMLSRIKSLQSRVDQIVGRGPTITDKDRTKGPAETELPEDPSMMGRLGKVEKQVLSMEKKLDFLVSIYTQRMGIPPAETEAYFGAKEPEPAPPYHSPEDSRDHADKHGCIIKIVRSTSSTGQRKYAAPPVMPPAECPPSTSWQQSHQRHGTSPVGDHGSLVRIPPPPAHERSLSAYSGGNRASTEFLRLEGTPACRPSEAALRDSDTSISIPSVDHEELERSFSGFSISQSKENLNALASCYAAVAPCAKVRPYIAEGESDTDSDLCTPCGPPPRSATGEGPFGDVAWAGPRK
CHT inh: inhibitors of human choline transporter CHT. Q9GZV3. actives 0.86% (n = 310,000). B-score at 10 µM. CHT-expressing cells, membrane potential dye, choline response; stronger effect = lower value. AID 488975;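 active = B-score over 3 SD under the library average, and starting fluorescence ratio not unusually high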;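 also: choline stimulus applied at its EC90 after an EC20 pre-addition; B-score computed on integrated fluorescence ratio after choline addition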
Calls only.

Screening O=C(O)CCCC(=O)Nc1cccc(C(=O)Nc2ccccc2C(=O)O)c1 returned KCNQ2 block inactive and CHT inh inactive.
For CC(C)NC(=O)CCNS(=O)(=O)c1ccc(Br)cc1 the results were KCNQ2 block inactive and CHT inh inactive.
Screening CCC(Sc1nc2ncccc2[nH]1)C(=O)NC1CCCC1 (stereo unspecified) returned KCNQ2 block inactive and CHT inh inactive.
O=C(NCCCN1CCOCC1)c1sc2cc(F)ccc2c1Cl was read as KCNQ2 block inactive and CHT inh inactive.
CNc1c(NS(=O)(=O)c2cc(NC(C)=O)ccc2C)c(=O)oc2ccccc12 was read as KCNQ2 block inactive and CHT inh inactive.
`O=C(O)CN(c1ccc(F)cc1)S(=O)(=O)c1ccc2c(c1)OCCO2` gave KCNQ2 block inactive and CHT inh inactive.
Screening O=C(CCCc1ccccc1)N=C1SC2CS(=O)(=O)CC2N1c1ccccc1 (stereo unspecified) returned KCNQ2 block inactive and CHT inh inactive.
For Cc1cccc(C)c1NC(=O)CSc1nnc(Cn2nnc(-c3ccccc3)n2)n1-c1ccccc1 the results were KCNQ2 block inactive and CHT inh inactive.
For O=C(NCc1nc2ccccc2[nH]1)C1=C[C@H](C2CC2)C[C@H](OCCCCO)O1 the results were KCNQ2 block inactive and CHT inh inactive.
CCn1c(C)cc(/C=C2/SC(=S)NC2=O)c1C was read as KCNQ2 block inactive and CHT inh inactive.
Screening COc1ccccc1NC(=O)C1=C(C)N(c2ccccc2)C(=S)NC1c1cccc(C(F)(F)F)c1 (stereo unspecified) returned KCNQ2 block inactive and CHT inh inactive.
CC(=O)c1ccccc1OCCn1nnc(-c2ccc(C)cc2)n1 was read as KCNQ2 block inactive and CHT inh inactive.
`O=C(O)C(Cc1ccccc1)N1C(=O)/C(=C/C=C/c2ccco2)SC1=S` (stereo unspecified) gave KCNQ2 block inactive.
`CN=C(C)C1=C(O)C(C(=O)OC)C(C)(C)CC1=O` (stereo unspecified) gave KCNQ2 block inactive and CHT inh inactive.
`CC1CCc2nn(CC(=O)N3CCCCCC3)cc2C1` (stereo unspecified) gave KCNQ2 block inactive and CHT inh inactive.
For CCCOc1cc(C)nc(-c2ccccc2O)n1 the results were KCNQ2 block inactive and CHT inh inactive.
CN(C)S(=O)(=O)c1cccc(-c2csc(N/N=C/c3ccco3)n2)c1 was read as KCNQ2 block inactive and CHT inh inactive.
`COCCNS(=O)(=O)c1ccc2c3c(cccc13)C(=O)N2C` gave KCNQ2 block inactive and CHT inh inactive.
Screening CCCOc1ccc(/C=C/c2c([N+](=O)[O-])c(=O)n(C)c(=O)n2C)cc1 returned KCNQ2 block inactive and CHT inh inactive.
For O=C(CCn1c(=O)sc2ccccc21)NCCC1=CCCCC1 the results were KCNQ2 block inactive and CHT inh inactive.
Screening COc1ccccc1NC(=O)CC(NCc1ccccc1)C(=O)O (stereo unspecified) returned KCNQ2 block inactive and CHT inh inactive.
Screening S=C(NCCc1ccccc1)N/N=C/c1cccs1 returned KCNQ2 block inactive and CHT inh inactive.
CC(=O)c1cccc(NC(=S)NC(=O)c2ccccc2Br)c1 was read as KCNQ2 block inactive and CHT inh inactive.
Cc1ccc(C2CC(=O)Nc3cc4c(cc32)OCO4)o1 (stereo unspecified) was read as KCNQ2 block inactive and CHT inh inactive.
`Cn1cnnc1SCC(=O)N1N=C2/C(=C/c3ccco3)CCCC2C1c1ccco1` (stereo unspecified) gave KCNQ2 block inactive and CHT inh inactive.
`CCOc1ccc2sc(NS(=O)(=O)c3ccc(OC)c(OC)c3)nc2c1` gave KCNQ2 block inactive and CHT inh inactive.
`CN(NC(=O)c1ccccc1)C1=NS(=O)(=O)c2ccccc21` gave KCNQ2 block inactive and CHT inh inactive.
Screening CCOC(=O)c1cnc(-n2nc(C)cc2C)nc1Nc1cccc(C(=O)O)c1 returned KCNQ2 block inactive and CHT inh inactive.
CS(=O)(=O)c1cnc(-c2cccnc2)nc1N was read as KCNQ2 block inactive and CHT inh inactive.
`Cc1ncsc1CCOC(=O)c1cccc([N+](=O)[O-])c1` gave KCNQ2 block inactive and CHT inh inactive.
For Cc1ccc(SCc2cc(=O)[nH]c(SCC(=O)Nc3cc(Cl)ccc3Cl)n2)cc1 the results were KCNQ2 block inactive and CHT inh inactive.
Cc1cc(S(=O)(=O)n2[nH]c(=O)c(CCO)c2C)c(Cl)cc1Cl was read as KCNQ2 block inactive and CHT inh inactive.
`COc1cccc(C(C#N)N2N=C(C)CC2(C)C)c1O` (stereo unspecified) gave KCNQ2 block inactive and CHT inh inactive.
For O=C1CC(Sc2ncccc2C(=O)O)C(=O)N1 (stereo unspecified) the results were KCNQ2 block inactive and CHT inh inactive.
`COc1ccccc1/C=C(\NC(=O)c1cccc(C)c1)C(=O)Nc1ccccn1` gave KCNQ2 block inactive and CHT inh inactive.
Screening Cc1ccc2nc(-c3ccc(NC(=O)COC(=O)c4cncc(Br)c4)cc3)sc2c1 returned KCNQ2 block inactive.
`COc1ccc2cc(CN(CCO)C(=O)c3ccc(Br)cc3)c(=O)[nH]c2c1` gave KCNQ2 block inactive.
`COc1ccc(C(C#N)Nc2ccccc2OC)cc1` (stereo unspecified) gave KCNQ2 block inactive and CHT inh inactive.
`Cc1ccc(OCC(=O)N2c3ccccc3NC(=O)C2(C)C)c([N+](=O)[O-])n1` gave KCNQ2 block inactive and CHT inh inactive.
`CC(C)CC(NC(=O)OC(C)(C)C)c1cn([C@@H](Cc2cc3ccccc3[nH]2)C(=O)N2CCN(C(=O)OC(C)(C)C)CC2)nn1` (stereo partly specified) gave KCNQ2 block inactive and CHT inh inactive.
For CC(NC(=O)c1ccccc1F)c1nnc(SCC(=O)Nc2nnc(C3CC3)s2)n1C (stereo unspecified) the results were KCNQ2 block inactive and CHT inh inactive.
For O=C(NNS(=O)(=O)c1ccc(Cl)cc1Cl)c1cc2ncc(C(F)(F)F)cc2s1 the results were KCNQ2 block inactive and CHT inh inactive.
`COc1cccc(OCCn2cc(C(C)=O)c3ccccc32)c1` gave KCNQ2 block inactive and CHT inh inactive.
OC1CCCN(Cc2nc(Cc3ccccc3Cl)no2)C1 (stereo unspecified) was read as KCNQ2 block inactive and CHT inh inactive.
Screening CC(=O)Nc1ccccc1OCC(O)CS(=O)(=O)c1ccc(C(F)(F)F)cn1 (stereo unspecified) returned KCNQ2 block inactive and CHT inh inactive.
For Cc1c(NC(=S)N/N=C/c2ccc([N+](=O)[O-])cc2O)c(=O)n(-c2ccccc2)n1C the results were KCNQ2 block inactive and CHT inh inactive.
Screening Cn1ncc(Cl)c1C(=O)N1CCN(c2ccccc2)CC1 returned KCNQ2 block inactive and CHT inh inactive.
`Cc1ccc(C)c(N2CCN(S(=O)(=O)c3cc4c(cc3C)NC(=O)CO4)CC2)c1` gave KCNQ2 block inactive and CHT inh inactive.
`COc1ccc(C)cc1NC(=O)C1CCN(C(=O)C2CC(=O)N(c3ccc(C)cc3)C2)CC1` (stereo unspecified) gave KCNQ2 block inactive and CHT inh inactive.
Screening O=C(NC1CC1)C1=C[C@@H](c2ccc(C(F)(F)F)cc2)C[C@@H](OCc2ccc(CO)cc2)O1 returned KCNQ2 block inactive and CHT inh inactive.
`Cc1ccc(SCC(=O)Nc2ccc3c(c2)OCCO3)cc1` gave KCNQ2 block inactive and CHT inh inactive.
`N#Cc1ccc(C(=O)N/N=C/c2cn(CC(=O)O)c3ccccc23)c(F)c1` gave KCNQ2 block inactive and CHT inh inactive.
Cn1nc(C(F)(F)F)c(C(=O)Nc2ccc(F)cc2F)c1Sc1ccc(Cl)cc1 was read as KCNQ2 block inactive and CHT inh inactive.
For CSc1ccc(/C=N/NC(=O)CNc2ccc3ccccc3c2)cc1 the results were KCNQ2 block inactive and CHT inh inactive.
For N#CC(C#N)=C(Nc1ccc(F)cc1)SCc1cccc(Br)c1 the results were KCNQ2 block inactive and CHT inh inactive.
For COC(=O)[C@@H]1CC[C@H](C)[C@@H](c2ccc(C)cc2)N1C(=O)c1ccc(/C=N/OCC[C@@H]2C=C[C@H](OC(C)=O)[C@@H](COC(C)=O)O2)cc1 the results were KCNQ2 block inactive and CHT inh inactive.
Screening CC(CCc1ccccc1)NC(=O)C1CCN(S(=O)(=O)c2cnc[nH]2)CC1 (stereo unspecified) returned KCNQ2 block inactive and CHT inh inactive.
Screening CC(c1ccccc1)n1c(N2CCN(C)CC2)nc2c1c(=O)[nH]c(=O)n2C (stereo unspecified) returned KCNQ2 block inactive and CHT inh inactive.
`CCOC(=O)C1C(=O)NC(SCC(=O)OC)=C(C#N)C1c1ccccc1OCC` (stereo unspecified) gave KCNQ2 block inactive and CHT inh inactive.
`CN1C(=O)/C(=C2/C=Cc3ccccc3N2CCCS(=O)(=O)O)SC1=S` gave KCNQ2 block inactive and CHT inh inactive.
O=[N+]([O-])c1ccccc1S(=O)(=O)c1ccccc1 was read as KCNQ2 block inactive and CHT inh inactive.
Screening COc1ccc(-c2cc(C#N)nc(N3CCNCC3)n2)cc1 returned KCNQ2 block inactive and CHT inh inactive.
CCCCCOc1ccc(C(=O)OCC(=O)Nc2cc(C)c(C)cc2[N+](=O)[O-])cc1 was read as KCNQ2 block inactive and CHT inh inactive.
For Cc1ccc(C)c(NS(=O)(=O)c2ccc(OCC(=O)N3CCCC3)cc2)c1 the results were KCNQ2 block inactive and CHT inh inactive.
For Cc1ccc(-c2cn3cc(C)ccc3n2)cc1 the results were KCNQ2 block inactive and CHT inh inactive.
For COc1cc2c(cc1OC)/C(=C/C(=O)c1ccc(NC(C)=O)cc1)NCC2 the results were KCNQ2 block inactive and CHT inh inactive.
CC(C)[C@H](NC(=O)Cc1ccccc1)C(=O)OCc1cc(=O)n2c(n1)sc1ccccc12 was read as KCNQ2 block inactive and CHT inh inactive.
For O=[N+]([O-])c1cc(S(=O)(=O)O)cc([N+](=O)[O-])c1NN(c1ccccc1)c1ccccc1 the results were KCNQ2 block inactive and CHT inh inactive.
`O=C(Nc1ccccc1)OCCOc1ccccc1` gave KCNQ2 block inactive and CHT inh inactive.
`Cc1ccc(CN2CCNC(=O)C2CC(=O)N(C)Cc2cnccn2)cc1` (stereo unspecified) gave KCNQ2 block inactive and CHT inh inactive.
Screening Cc1ccc(Nc2nc(N/N=C/c3c[nH]c4ccccc34)nc(N3CCOCC3)n2)cc1 returned KCNQ2 block inactive and CHT inh inactive.
For OC1CCN(c2ncnc3nc[nH]c23)CC1 the results were KCNQ2 block inactive and CHT inh inactive.
Screening Cc1cc(=O)oc2cc(OCC(=O)NC3CCCCC3)ccc12 returned KCNQ2 block inactive and CHT inh inactive.
Screening O=C(NN=C1C2CC3CC(C2)CC1C3)c1cccs1 returned KCNQ2 block inactive and CHT inh inactive.
Cc1[nH]c2ccccc2c1/C=N/NC(=O)c1cc(C(C)C)[nH]n1 was read as KCNQ2 block inactive and CHT inh inactive.
Screening Cc1ccc(Nc2c(-c3ccccc3O)nc3cnccn23)cc1 returned KCNQ2 block inactive and CHT inh inactive.
`CCc1ccc(/C=C2/C(=O)N(c3ccccc3)C(=S)N2CC(=O)OC)s1` gave KCNQ2 block inactive and CHT inh inactive.
Screening CCN(C(=O)CC(C)C)c1nnc(Cn2nnc3ccccc32)s1 returned KCNQ2 block inactive and CHT inh inactive.
O=C(NCc1cccs1)C(=O)NCC(c1ccco1)N1CCN(c2ccccc2)CC1 (stereo unspecified) was read as KCNQ2 block inactive and CHT inh inactive.
`O=C(CN1CCN(c2ccccc2F)CC1)Nc1ccc2c(c1)CCC2` gave KCNQ2 block inactive and CHT inh inactive.

Some of these compounds in order of molar mass, largest number first.
For Cc1ccc(SCc2cc(=O)[nH]c(SCC(=O)Nc3cc(Cl)ccc3Cl)n2)cc1 the results were KCNQ2 block inactive and CHT inh inactive.
Cn1nc(C(F)(F)F)c(C(=O)Nc2ccc(F)cc2F)c1Sc1ccc(Cl)cc1 was read as KCNQ2 block inactive and CHT inh inactive.
`CN1C(=O)/C(=C2/C=Cc3ccccc3N2CCCS(=O)(=O)O)SC1=S` gave KCNQ2 block inactive and CHT inh inactive.
For Cc1ccc(C)c(NS(=O)(=O)c2ccc(OCC(=O)N3CCCC3)cc2)c1 the results were KCNQ2 block inactive and CHT inh inactive.
CN(C)S(=O)(=O)c1cccc(-c2csc(N/N=C/c3ccco3)n2)c1 was read as KCNQ2 block inactive and CHT inh inactive.
`Cc1ccc(CN2CCNC(=O)C2CC(=O)N(C)Cc2cnccn2)cc1` (stereo unspecified) gave KCNQ2 block inactive and CHT inh inactive.
For CSc1ccc(/C=N/NC(=O)CNc2ccc3ccccc3c2)cc1 the results were KCNQ2 block inactive and CHT inh inactive.
Screening CCCOc1ccc(/C=C/c2c([N+](=O)[O-])c(=O)n(C)c(=O)n2C)cc1 returned KCNQ2 block inactive and CHT inh inactive.
For O=C(CCn1c(=O)sc2ccccc21)NCCC1=CCCCC1 the results were KCNQ2 block inactive and CHT inh inactive.
CC(=O)c1ccccc1OCCn1nnc(-c2ccc(C)cc2)n1 was read as KCNQ2 block inactive and CHT inh inactive.
Screening Cc1cc(=O)oc2cc(OCC(=O)NC3CCCCC3)ccc12 returned KCNQ2 block inactive and CHT inh inactive.
`O=C(Nc1ccccc1)OCCOc1ccccc1` gave KCNQ2 block inactive and CHT inh inactive.
For CCCOc1cc(C)nc(-c2ccccc2O)n1 the results were KCNQ2 block inactive and CHT inh inactive.

The results go on.
COc1ccc(OCC(O)CNS(=O)(=O)c2ccc(C)cc2)cc1 (stereo unspecified) was read as KCNQ2 block inactive and CHT inh inactive.
Screening O=C(Nc1ncc2c(n1)CC(c1cccc(Cl)c1)CC2=O)c1ccco1 (stereo unspecified) returned KCNQ2 block inactive and CHT inh inactive.
`O=c1oc2ccccc2nc1/C=C(\O)c1ccc(Br)cc1` gave KCNQ2 block inactive and CHT inh inactive.
For CCOC(=O)c1c(C)[nH]c(C(=O)CN2CCOCC2)c1C the results were KCNQ2 block inactive and CHT inh inactive.
`COc1cc(/C=N/Nc2nncn2/N=C/c2ccc(O)c(OC)c2)ccc1O` gave KCNQ2 block inactive and CHT inh inactive.
COc1cccc(C(=O)Cn2c(NCCO)nc3ccccc32)c1 was read as KCNQ2 block inactive and CHT inh inactive.

High-throughput results from PubChem BioAssay.
